From PubChem BioAssay
KB-V1 cytotox = kills drug-selected multidrug resistant KB-V1 cells | KB-V1 MDR cells viability, CellTiter-Glo, 72 h | Potency, µM (series often up to 46.1 µM), without a hit: at the top dose activity change, negative = cytotoxicity, usual class: cytotoxic | 3.4% of 400,000 active; further: potency means the concentration at half of the fitted maximal effect; on the % scale 0 is the no-effect control and ±100 the full control effect; nearly all actives have a fitted effect of over 60% in size
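Following 72 h at 37 degrees C with compound, KB-V1 cell viability was read by CellTiter-Glo luminescence, medium being phenol-red-free DMEM plus 10% FBS; concentration-response parameters came from normalized, curve-fitted qHTS data.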
MCF10A rerep = DNA re-replication induction in MCF 10a cells | Potency, µM (series often up to 46.1 µM), for inactives: at the top dose activity, positive = re-replication, hits mostly activators | 2.9% of 350,000 active | AID 624296 | MCF 10A DNA re-replication, Hoechst nuclear intensity, 48 h; further: potency means the concentration at half of the fitted maximal effect; % of control where 0% means no effect; nearly all actives have a fitted effect of over 50% in size
WRN helicase inh = inhibitors of human WRN helicase; Q14191; WRN helicase unwinding, fluorescent forked duplex, kinetic; Potency, µM (series often up to 114 µM), for inactives: top-dose activity change, negative = inhibition, actives largely listed as inhibitors; 0.46% of 360,000 active; AID 651768; further: potency means the concentration at half of the fitted maximal effect; on the % scale 0 is the no-effect control and ±100 the full control effect; nearly all actives have a fitted effect of over 55% in size
Target sequence (Q14191 whole entry, looked up): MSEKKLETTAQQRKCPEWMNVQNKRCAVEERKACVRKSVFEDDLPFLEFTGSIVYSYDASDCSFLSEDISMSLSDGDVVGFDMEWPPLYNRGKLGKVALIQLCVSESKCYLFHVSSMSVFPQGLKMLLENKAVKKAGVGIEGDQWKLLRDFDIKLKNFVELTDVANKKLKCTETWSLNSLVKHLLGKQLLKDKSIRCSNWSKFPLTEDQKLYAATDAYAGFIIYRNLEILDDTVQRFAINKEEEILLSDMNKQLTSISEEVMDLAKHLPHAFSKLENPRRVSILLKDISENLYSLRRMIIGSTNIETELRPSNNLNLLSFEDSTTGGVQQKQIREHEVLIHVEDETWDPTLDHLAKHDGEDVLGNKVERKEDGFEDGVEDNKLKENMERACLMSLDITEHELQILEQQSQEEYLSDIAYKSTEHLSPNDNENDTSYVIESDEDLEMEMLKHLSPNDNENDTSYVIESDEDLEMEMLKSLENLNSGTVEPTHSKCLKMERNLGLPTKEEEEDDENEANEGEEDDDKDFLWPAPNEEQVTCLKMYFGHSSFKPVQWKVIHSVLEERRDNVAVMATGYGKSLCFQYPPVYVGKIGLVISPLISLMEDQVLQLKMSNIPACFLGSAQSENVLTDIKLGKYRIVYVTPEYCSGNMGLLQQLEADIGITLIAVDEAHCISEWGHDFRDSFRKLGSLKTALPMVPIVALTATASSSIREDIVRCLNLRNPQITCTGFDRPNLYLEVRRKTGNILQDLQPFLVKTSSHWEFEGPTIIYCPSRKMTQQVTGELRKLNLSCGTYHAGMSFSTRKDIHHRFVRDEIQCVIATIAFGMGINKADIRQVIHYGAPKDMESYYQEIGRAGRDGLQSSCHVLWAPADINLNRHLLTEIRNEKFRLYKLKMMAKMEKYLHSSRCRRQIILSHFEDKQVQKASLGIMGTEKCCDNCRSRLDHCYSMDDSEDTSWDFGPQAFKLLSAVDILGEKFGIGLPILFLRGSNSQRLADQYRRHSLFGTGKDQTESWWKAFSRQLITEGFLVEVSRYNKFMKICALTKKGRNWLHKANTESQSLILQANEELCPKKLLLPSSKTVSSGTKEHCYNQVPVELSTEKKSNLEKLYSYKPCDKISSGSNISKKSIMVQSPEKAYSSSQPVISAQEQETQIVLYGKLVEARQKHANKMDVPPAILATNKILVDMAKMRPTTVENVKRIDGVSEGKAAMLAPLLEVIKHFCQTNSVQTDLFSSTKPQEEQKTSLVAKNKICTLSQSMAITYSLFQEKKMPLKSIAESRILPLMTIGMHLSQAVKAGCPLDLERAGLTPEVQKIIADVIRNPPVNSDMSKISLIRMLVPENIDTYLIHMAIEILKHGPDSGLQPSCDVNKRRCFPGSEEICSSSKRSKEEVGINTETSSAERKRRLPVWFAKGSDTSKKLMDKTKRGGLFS
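WRN at 20 nM final preincubated with compound 15 min at room temperature; reaction started with 100 nM fluorophore/quencher forked duplex oligonucleotide and 2 mM ATP final. Unwinding followed kinetically by red fluorescence (ex 525, em 598 nm).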
HT1080-NT tox = kills 2HG-producing HT-1080-NT fibrosarcoma cells; HT-1080-NT fibrosarcoma viability, CellTiter-Glo ATP luminescence, 48 h; Potency, µM (series often up to 46.1 µM), without a hit: at the highest dose activity, negative = less viability, usual class: cytotoxic; 1.6% of 360,000 active;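 further: NT is the 2HG producing partner of a matched IDH1 knockdown line; potency means the concentration at half of the fitted maximal effect; 0% = DMSO-treated cells and -100% = media-only wells without cells; nearly all actives have a fitted effect of over 55% in size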
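HT-1080-NT; 750 cells/well; 5% FBS RPMI; 48 h compound, 37 degrees C; CellTiter-Glo luminescence; curve fitting and curve-class assignment.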
IL1B secr inh = blocks inflammasome-driven IL-1 beta release; THP-1 LPS/ATP IL-1B secretion, AlphaLISA, 16 h; stronger effect = lower value; activity change, % at 57.5 µM; 4.7% of 360,000 active; in the data active means activity change below about -50%; inconclusive means mostly about -30% to -49%; further: on the % scale 0 is the no-effect control and ±100 the full control effect
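Secreted IL-1B measured by AlphaLISA bead assay after 16 h compound exposure of THP-1 cells; compounds (final up to 57.5 uM) added 1 h before LPS (250 ng/mL) and ATP (1.25 mM) stimulation; lower signal means less secretion.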
SW480 rerep = DNA re-replication induction in SW480 cells; SW480 DNA re-replication, Hoechst DNA content imaging, 48 h; Potency, µM (doses to about 46.1 µM), for inactives: at the highest dose re-replication activation, actives largely listed as activators; 1.8% of 340,000 active; further: potency means the concentration at half of the fitted maximal effect; % of control where 0% means no effect; nearly all actives have a fitted effect of over 55% in size
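First, 250 cells per well were seeded. Next, compound or vehicle (23 nL) was pinned in, plates sat 48 hr at 37 C. Finally Hoechst was added for 40 min before fluorescence scanning.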
KB-3-1 tox = KB-3-1 parental cell cytotoxicity; 1.4% of 400,000 active; AID 1347075; Potency, µM (highest dose often 46.1 µM), for the others: top-dose activity change, negative = cytotoxic, actives largely listed as cytotoxic; KB-3-1 viability, CellTiter-Glo ATP luminescence, 72 h; further: potency means the concentration at half of the fitted maximal effect; on the % scale 0 is the no-effect control and ±100 the full control effect; nearly all actives have a fitted effect of over 60% in size
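Viability of parental KB-3-1 cells, measured by CellTiter-Glo luminescence, followed a 72 h incubation at 37 °C with pinned compounds in phenol-red-free DMEM containing 10% FBS.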
ATXN2 expr inh = inhibitors of ATXN2 expression; HEK-293 ATXN2-luciferase reporter, luminescence, 24 h; Potency, µM (doses to about 57 µM), without a hit: at the highest dose activity change, negative = inhibition, most hits filed as inhibitors; 0.72% of 360,000 active; AID 1745845; further: potency means the concentration at half of the fitted maximal effect; on the % scale 0 is the no-effect control and ±100 the full control effect; nearly all actives have a fitted effect of over 55% in size
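qHTS (up to 57 uM final) was run with 24 h compound exposure of reporter cells at 37 °C. Each well was multiplexed: SteadyGlo luminescence measured ATXN2-luciferase expression after a fluorogenic Gly-Phe-AFC viability readout (25 uM final).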
HT1080 IDH1KD tx = HT-1080 IDH1 knockdown cell toxicity (counter line); HT-1080 IDH1 knockdown viability, ATP luminescence, 48 h; Potency, µM (highest dose often 46.1 µM), without a hit: at the highest dose activity, negative = toxicity, hits mostly cytotoxic; 2% of 360,000 active; AID 686971;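 further: potency means the concentration at half of the fitted maximal effect; 0% = DMSO wells and -100% = cell-free medium wells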
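Viability of IDH1-knockdown HT-1080 fibrosarcoma cells was assessed by CellTiter-Glo after 48 h at 37 °C with titrated compound; concentration-effect curves were classified by fit quality and response size.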
An asterisk follows results filed as active; [ ] = remark or other dose. Unless noted, the call rests on the fitted dose curve; in most records, active means well fitted curve in the direction sought with a large enough effect; inconclusive means small, poorly fitted or top-dose-only effect, or another doubt; inactive means no such curve, though single readings can be large; an effect the other way counts as inactive or inconclusive.

`CN1CCN(C(=O)C2=C[C@@H](c3ccccc3)C[C@@H](OCc3ccc(CO)cc3)O2)CC1` gave KB-V1 cytotox 12%, MCF10A rerep inconclusive, WRN helicase inh 1%, HT1080-NT tox 3%, IL1B secr inh -26, SW480 rerep inconclusive, KB-3-1 tox inconclusive, ATXN2 expr inh 1% and HT1080 IDH1KD tx 0%.
For CCOc1cc(C)c(C(C)C)cc1S(=O)(=O)n1cnc(C)c1 the results were KB-V1 cytotox inconclusive, MCF10A rerep 9.2µM*, WRN helicase inh -4%, HT1080-NT tox inconclusive, IL1B secr inh 23, SW480 rerep inconclusive, KB-3-1 tox inconclusive, ATXN2 expr inh -18% and HT1080 IDH1KD tx 12µM*.
`Cc1ccc(CCNC(=O)CNC(=S)N(Cc2ccccc2)Cc2cccnc2)cc1` gave KB-V1 cytotox inconclusive, MCF10A rerep 13%, WRN helicase inh -5%, HT1080-NT tox -9%, IL1B secr inh -61*, SW480 rerep -9%, KB-3-1 tox 6%, ATXN2 expr inh -18% and HT1080 IDH1KD tx -11%.
`O=C(NCc1ccccc1)C1C(c2ccc3c(c2)OCO3)=Nc2ccccc2N1C(=O)c1cccc2ccccc12` (centres undefined) gave KB-V1 cytotox -11%, WRN helicase inh -1%, HT1080-NT tox 1%, IL1B secr inh -2, KB-3-1 tox -12% and HT1080 IDH1KD tx -8%.
Screening O=C(N/N=C/c1ccco1)Nc1ccccc1 returned KB-V1 cytotox 28%, MCF10A rerep 1%, WRN helicase inh 9%, HT1080-NT tox 15%, IL1B secr inh -9, SW480 rerep 3%, KB-3-1 tox 1%, ATXN2 expr inh 19% and HT1080 IDH1KD tx 9%.
CC(Sc1ccc(Br)cc1)C(N)=O (centres undefined) was read as KB-V1 cytotox 11%, MCF10A rerep 1%, WRN helicase inh 0%, HT1080-NT tox 18%, IL1B secr inh 1, SW480 rerep 3%, KB-3-1 tox 10%, ATXN2 expr inh -26% and HT1080 IDH1KD tx 7%.
For CCSc1nc(=O)n(-c2ccccc2)c(C)c1C(C)=O the results were KB-V1 cytotox -12%, MCF10A rerep 3%, WRN helicase inh -5%, HT1080-NT tox 9%, IL1B secr inh 3, SW480 rerep 1%, KB-3-1 tox -14%, ATXN2 expr inh 26% and HT1080 IDH1KD tx 21%.
`CCCCCCCCOC(=O)/C=C/c1c(C)[nH]c(=O)[nH]c1=O` gave KB-V1 cytotox 4%, MCF10A rerep 17%, WRN helicase inh -25%, HT1080-NT tox -3%, IL1B secr inh 6, SW480 rerep -4%, KB-3-1 tox -16%, ATXN2 expr inh 16% and HT1080 IDH1KD tx 3%.
O=C(/C=C(\c1ccc(Cl)cc1)n1cncn1)c1ccc(Cl)cc1 was read as KB-V1 cytotox 1%, MCF10A rerep 4%, WRN helicase inh -10%, HT1080-NT tox 0%, IL1B secr inh -57*, SW480 rerep 3%, KB-3-1 tox 0%, ATXN2 expr inh -27% and HT1080 IDH1KD tx -11%.
Screening CN(Cc1ccc2c(c1)CCCN2C)C(=O)[C@H]1O[C@@H](n2cnc3c(N)ncnc32)[C@H](O)[C@@H]1O returned KB-V1 cytotox 11%, WRN helicase inh -12%, HT1080-NT tox 1%, IL1B secr inh -19, KB-3-1 tox 0%, ATXN2 expr inh 3% and HT1080 IDH1KD tx 9%.
Fc1ccc(/C=N/Nc2ccccn2)cc1 was read as KB-V1 cytotox -4%, MCF10A rerep -5%, WRN helicase inh -1%[57.1 µM], HT1080-NT tox 1%, IL1B secr inh 3, SW480 rerep -3%, KB-3-1 tox 1%, ATXN2 expr inh 8%[11.3 µM] and HT1080 IDH1KD tx -11%.
For Clc1ccc(N2CCN(c3cnc4ccccc4n3)CC2)cc1 the results were KB-V1 cytotox -18%, MCF10A rerep 13%, WRN helicase inh -11%, HT1080-NT tox 5%, IL1B secr inh -9, SW480 rerep 2%, KB-3-1 tox -2%, ATXN2 expr inh 8% and HT1080 IDH1KD tx 1%.
Screening CN(C)C(=O)CNC(=O)CN1C(=O)NC2(CCCc3sccc32)C1=O (centres undefined) returned KB-V1 cytotox 5%, MCF10A rerep -3%, WRN helicase inh 9%, HT1080-NT tox 16%, IL1B secr inh -65*, SW480 rerep 1%, KB-3-1 tox 15%, ATXN2 expr inh -3% and HT1080 IDH1KD tx 17%.
`CCN(C(=O)COC(=O)CC(C)c1ccccc1)c1c(N)n(Cc2ccccc2)c(=O)[nH]c1=O` (centres undefined) gave KB-V1 cytotox 11%, MCF10A rerep -2%, WRN helicase inh 5%, HT1080-NT tox -2%, IL1B secr inh 6, SW480 rerep -2%, KB-3-1 tox 3%, ATXN2 expr inh -2% and HT1080 IDH1KD tx -2%.
CCOC(=O)c1ccccc1NC(=O)c1ccc2nccnc2c1 was read as KB-V1 cytotox -26%, MCF10A rerep 8%, WRN helicase inh -12%, HT1080-NT tox 13%, IL1B secr inh 14, SW480 rerep 20%, KB-3-1 tox inconclusive, ATXN2 expr inh -16% and HT1080 IDH1KD tx 4%.
Screening C=CCC1(CC=C)CCCN1C(=O)CC1C(=O)NCCN1Cc1ccccc1OC (centres undefined) returned KB-V1 cytotox -22%, MCF10A rerep -5%, WRN helicase inh -13%, HT1080-NT tox -13%, IL1B secr inh -25, SW480 rerep inconclusive, KB-3-1 tox -4%, ATXN2 expr inh -1% and HT1080 IDH1KD tx -7%.
For CN(C)c1ccc(/C=C(/NC(=O)c2ccccc2)C(=O)NCCN2CCOCC2)cc1 the results were KB-V1 cytotox 18%, MCF10A rerep 0%, WRN helicase inh -8%, HT1080-NT tox -1%, IL1B secr inh -6, SW480 rerep 0%, KB-3-1 tox 0% and HT1080 IDH1KD tx -4%.
`O=C(NC1CCCCC1)[C@H](O)[C@@H](O)C(=O)NC1CCCCC1` gave KB-V1 cytotox 12%, MCF10A rerep -7%, WRN helicase inh 3%, HT1080-NT tox -1%, IL1B secr inh 13, SW480 rerep -4%, KB-3-1 tox 18%, ATXN2 expr inh 4% and HT1080 IDH1KD tx 8%.
Cc1nn(CC(=O)NC(=O)c2ccccc2)c(C)c1[N+](=O)[O-] was read as KB-V1 cytotox 0%, MCF10A rerep inconclusive, WRN helicase inh -10%, HT1080-NT tox -3%, IL1B secr inh 8, SW480 rerep inconclusive, KB-3-1 tox 20%, ATXN2 expr inh 0% and HT1080 IDH1KD tx -2%.
CCN(CC)c1ccc(C=Nc2ccc(C)cc2C)c(O)c1 was read as KB-V1 cytotox 0%, MCF10A rerep 19%, WRN helicase inh -21%, HT1080-NT tox -12%, IL1B secr inh -8, SW480 rerep -6%, KB-3-1 tox -3%, ATXN2 expr inh 22% and HT1080 IDH1KD tx -1%.
`CN(C(=O)CSc1nnc(CNC(=O)c2ccccc2)o1)c1ccccc1` gave KB-V1 cytotox inconclusive, MCF10A rerep 0%, WRN helicase inh -11%, HT1080-NT tox 6%, IL1B secr inh -1, SW480 rerep -1%, KB-3-1 tox 10%, ATXN2 expr inh 1% and HT1080 IDH1KD tx 7%.
For Cc1ccc(-c2csc(NC(=O)CN3CCC(C(N)=O)CC3)n2)cc1 the results were KB-V1 cytotox -27%, MCF10A rerep 7%, WRN helicase inh -4%, HT1080-NT tox -26%, IL1B secr inh -17, SW480 rerep 0%, KB-3-1 tox -21%, ATXN2 expr inh -5% and HT1080 IDH1KD tx -20%.
`CN(C)CCCCCCCCCCC(=O)/C=N/O` gave KB-V1 cytotox inconclusive, MCF10A rerep 7%, WRN helicase inh -8%, HT1080-NT tox 2%, IL1B secr inh -12, SW480 rerep -5%, KB-3-1 tox 19%, ATXN2 expr inh 3% and HT1080 IDH1KD tx -5%.
For COCCn1c(SCC(=O)c2c[nH]c3ccccc23)nnc1-c1ccncc1 the results were KB-V1 cytotox -4%, MCF10A rerep 1%, WRN helicase inh 7%, HT1080-NT tox -7%, IL1B secr inh 33, SW480 rerep -2%, KB-3-1 tox 11%, ATXN2 expr inh 11% and HT1080 IDH1KD tx 0%.
For CC(C)c1ccc(C2CC(c3ccc(Br)cc3)=NN2C(N)=S)cc1 (centres undefined) the results were KB-V1 cytotox inconclusive, MCF10A rerep inconclusive, WRN helicase inh -6%, HT1080-NT tox -23%, IL1B secr inh -4, SW480 rerep 28%, KB-3-1 tox inconclusive, ATXN2 expr inh 22% and HT1080 IDH1KD tx inconclusive.

Ordered by number of heavy atoms (largest number first): three of the compounds above
Screening CN(C)C(=O)CNC(=O)CN1C(=O)NC2(CCCc3sccc32)C1=O (centres undefined) returned KB-V1 cytotox 5%, MCF10A rerep -3%, WRN helicase inh 9%, HT1080-NT tox 16%, IL1B secr inh -65*, SW480 rerep 1%, KB-3-1 tox 15%, ATXN2 expr inh -3% and HT1080 IDH1KD tx 17%.
CCN(CC)c1ccc(C=Nc2ccc(C)cc2C)c(O)c1 was read as KB-V1 cytotox 0%, MCF10A rerep 19%, WRN helicase inh -21%, HT1080-NT tox -12%, IL1B secr inh -8, SW480 rerep -6%, KB-3-1 tox -3%, ATXN2 expr inh 22% and HT1080 IDH1KD tx -1%.
`CN(C)CCCCCCCCCCC(=O)/C=N/O` gave KB-V1 cytotox inconclusive, MCF10A rerep 7%, WRN helicase inh -8%, HT1080-NT tox 2%, IL1B secr inh -12, SW480 rerep -5%, KB-3-1 tox 19%, ATXN2 expr inh 3% and HT1080 IDH1KD tx -5%.

Rows are unselected; about 12% have a hit in one of these screens.
